M4 PAM = CHRM4 positive allosteric modulation | P08173 | CHO-K1 hM4/Gqi5, Fluo-8 calcium fluorescence, ACh EC20; 0% = ACh EC20, 100% = maximal ACh | activation, % at 3 µM | 360,000 tested, 0.4% active;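 active = activation above its plate's cutoff, the mean activation of sample wells plus 3 SD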; also: some results filed as inactive read as strong as hits
Target sequence (P08173 whole entry, looked up): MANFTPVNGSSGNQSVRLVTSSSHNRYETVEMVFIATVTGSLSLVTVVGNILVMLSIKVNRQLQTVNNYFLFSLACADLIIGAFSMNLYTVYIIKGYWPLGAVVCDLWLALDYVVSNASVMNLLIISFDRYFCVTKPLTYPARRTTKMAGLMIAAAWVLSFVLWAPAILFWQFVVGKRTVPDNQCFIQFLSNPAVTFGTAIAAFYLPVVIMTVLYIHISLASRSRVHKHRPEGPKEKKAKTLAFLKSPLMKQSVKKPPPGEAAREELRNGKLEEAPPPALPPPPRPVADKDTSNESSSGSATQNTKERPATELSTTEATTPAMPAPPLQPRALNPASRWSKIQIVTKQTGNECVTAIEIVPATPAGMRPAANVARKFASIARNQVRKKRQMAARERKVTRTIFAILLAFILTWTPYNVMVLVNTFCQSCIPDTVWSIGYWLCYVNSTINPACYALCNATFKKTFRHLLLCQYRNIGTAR
CRFBP-R2 block = antagonists of CRF-binding protein/CRF-R2 receptor complex. HEK293 CRF-R2/CRF-BP, CRF-induced calcium fluorescence. inhibition, % at 11.8 µM. 350,000 tested, 0.59% active. AID 588475;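 active = inhibition of the ligand-induced calcium signal above about 50% at the single tested concentration, limit read from the data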
CHRM5 PAM = positive allosteric modulators of human muscarinic M5 receptor | P08912 | CHO-K1 hM5, Fluo-8 calcium, ACh EC20 PAM; 0% = ACh EC20, 100% = ACh EC100 | activation, % at 3 µM | 360,000 tested, 0.3% active;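 active = activation above the run cutoff, the mean activation of all test compounds plus 3 SD, cut at about 18% in these data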
Target sequence (P08912 whole entry, looked up): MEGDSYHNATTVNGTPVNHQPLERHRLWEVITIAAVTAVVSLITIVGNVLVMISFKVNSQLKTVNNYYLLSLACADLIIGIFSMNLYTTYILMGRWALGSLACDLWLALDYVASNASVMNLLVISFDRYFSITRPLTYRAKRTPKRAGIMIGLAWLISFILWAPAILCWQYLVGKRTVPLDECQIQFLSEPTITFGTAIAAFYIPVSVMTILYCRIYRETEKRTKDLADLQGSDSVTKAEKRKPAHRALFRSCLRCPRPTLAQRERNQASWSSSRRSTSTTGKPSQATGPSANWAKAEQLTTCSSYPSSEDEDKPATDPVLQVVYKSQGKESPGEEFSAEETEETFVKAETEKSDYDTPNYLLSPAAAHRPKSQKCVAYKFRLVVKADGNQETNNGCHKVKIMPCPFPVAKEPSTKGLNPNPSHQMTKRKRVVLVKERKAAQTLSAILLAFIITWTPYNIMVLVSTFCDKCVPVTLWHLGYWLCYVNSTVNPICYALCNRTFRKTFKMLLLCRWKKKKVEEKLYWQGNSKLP
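Test system: CHO-K1 hM5 cells / Doses: single-point, 3 µM nominal / Times: Post-acetylcholine fluorescence recording 140 s / Technique: Fluo-8 calcium fluorescence / Measure: Max/basal fluorescence ratio as % of EC20–EC100 ACh window / Benchmarks: low control EC20 acetylcholine (0%), high control EC100 acetylcholine (100%) / Replicates: one well per compound, no replicates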
CHRM4 antagonist = blocks acetylcholine activation of human M4 receptor; CHO-hM4 cells, ACh EC80, Fluo-8 calcium fluorescence; 360,000 tested, 0.73% active; inhibition, % at 3 µM; P08173;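 active = inhibition above its plate's cutoff, the mean inhibition of sample wells plus 3 SD, cut at about 27% in these data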;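 also: 0% = acetylcholine EC80 with DMSO and 100% = DMSO without agonist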
CRFBP-R2 agonist = agonists of human CRF-binding protein/CRF-R2 receptor complex; HEK293 CRF-R2/CRF-BP, calcium dye fluorescence (FLIPR); percent of saturating CRF peptide response; activation, % at 13.2 µM; 350,000 tested, 0.46% active; AID 588473;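 active = activation of at least 50%, plus an integration ratio under a set limit after plate pattern correction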;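 also: plate controls were neutral control wells without compound for no effect and CRF at EC100 for full effect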
CHRM5 agonist = agonists of human muscarinic M5 receptor (CHRM5); P08912; CHO-K1 hM5 cells, Fluo-8 calcium fluorescence; 0% DMSO wells, 100% maximal acetylcholine response; activation, % at 3 µM; 360,000 tested, 0.19% active;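 active = activation above the run's mean over test compounds plus 3 SD, cut at about 23% in these data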;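 also: signal is peak over basal fluorescence ratio across the kinetic read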
M5 antag = antagonists of human muscarinic M5 receptor (CHRM5); 360,000 tested, 0.59% active; CHO-hM5 cells, Fluo-8 calcium fluorescence, ACh EC80; inhibition, % at 3 µM; P08912;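 active = inhibition above a per-plate cutoff, the mean of that plate's test compounds plus 3 SD, cut at about 27% in these data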;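 also: 0% = acetylcholine EC80 with DMSO and 100% = DMSO without agonist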
M4 ag = agonists of human muscarinic M4 receptor (CHRM4); P08173; CHO-K1 hM4/Gqi5, Fluo-8 calcium fluorescence; vehicle 0%, full acetylcholine response 100%; activation, % at 3 µM; 360,000 tested, 0.14% active; AID 624127;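 active = activation above the run mean over all test wells plus 3 SD, cut at about 32% in these data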;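 also: peak over basal fluorescence ratio per well then scaled between controls; 0% = DMSO wells and 100% = acetylcholine at EC100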
IDE inh = inhibits human insulin-degrading enzyme in HEK cells; P14735; FAbetaB cleavage, fluorescence polarization; inhibition, % at 5.59 µM; 320,000 tested, 0.41% active;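 active = percent inhibition above the average of all tested compounds plus 3 SD, set per screening campaign, cut at about 16% in these data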;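 also: IDE supplied by intact live HEK cells; FP after avidin binding of uncleaved biotin substrate so inhibition keeps polarization high; 0% = DMSO wells and 100% = 60 µM reference IDE inhibitor Ii1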
Starred values were filed as active, the others as inactive; nt = not tested or not shown.

SMILES | M4 PAM | CRFBP-R2 block | CHRM5 PAM | CHRM4 antagonist | CRFBP-R2 agonist | CHRM5 agonist | M5 antag | M4 ag | IDE inh
C/C(=N\NC(=O)CSCc1ccccc1Br)c1cccc([N+](=O)[O-])c1 | 5 | -24 | -2 | 3 | 0.3 | 1 | -2 | 4 | -7
Cc1sc2ncnc(Nc3ccccc3)c2c1C | 10 | -9 | 3 | 3 | -1.6 | -11 | -17 | 0 | 2
O=C(Cc1cccs1)NCCn1ccc2ccccc21 | 1 | 6 | 0 | -5 | 1.6 | -1 | -5 | 3 | 0
Cc1cc(C)c(C(=O)NC2CCCc3c2cnn3-c2ccc(C)c(C)c2)c(=O)[nH]1 (stereo unspecified) | 2 | 3 | -4 | -15 | -1.0 | 0 | 9 | 4 | 1
COCc1nnc(NC(=O)c2ccc(NC(=O)C(C)C)cc2)s1 | 10 | 15 | 3 | 11 | 0.4 | -1 | -3 | 0 | -2
CC(C)CCNC(=O)C1CC2Cn3c(nc4cc(Cl)c(Cl)cc43)C2N1C (stereo unspecified) | 3 | 0 | 2 | -4 | 0.5 | 2 | 4 | 10 | 1
O=C(NCCN1CCOCC1)c1ccccc1N1C(=O)[C@@H]2Cc3c([nH]c4ccccc34)C(c3ccccc3)N2C1=O (stereo partly specified) | -1 | -9 | -8 | -20 | 2.2 | 2 | 4 | 8 | -3
O=C(NCCc1ccccn1)c1ccc2nc(Cc3ccccc3F)oc2c1 | -3 | -2 | -5 | 0 | -1.8 | -3 | -4 | 4 | 3
CCCCn1nnnc1C(c1ccccc1)N1CCN(c2cc(C)ccc2C)CC1 (stereo unspecified) | -5 | nt | -12 | -11 | nt | 1 | 0 | -2 | nt
CCN(CC)C(=O)N1CCN(C(=O)N2CCOCC2)CC1 | 4 | -9 | -8 | -5 | 0.4 | 0 | 17 | 1 | -10
CC1(C)Cc2c(c(N3CCOCC3)nc3sc4c(NN)ncnc4c23)CS1 | 0 | -27 | 1 | 3 | 0.6 | -2 | 6 | 1 | 0
O=C1CC(SC(=Nc2ccccc2)Nc2ccccc2)C(=O)N1c1ccc(Cl)cc1 (stereo unspecified) | -6 | 1 | 1 | -1 | 3.1 | 3 | -3 | 1 | 8
COc1ccc(C2C(O)C(c3c[nH]c4ccccc34)=NN2C(=O)CCl)cc1 (stereo unspecified) | 5 | -27 | 8 | 1 | 3.0 | -1 | -1 | 4 | 3
CSc1cccc(NC(=O)CN2C(=O)c3ccccc3S2(=O)=O)c1 | -6 | -10 | -6 | -4 | -1.0 | 2 | -8 | 4 | 2
Cc1cc(NC2CCCCC2)nc2ccccc12 | -8 | -26 | 6 | 8 | 10 | -8 | -2 | 0 | 0
COC(=O)C1=CN(Cc2ccc(OC)c(OC)c2)C=C(C(=O)OC)C1c1cccc(OC)c1OC | -2 | 34 | -3 | -5 | -2.7 | -1 | 8 | 0 | 2
COc1cc(C(=O)NCC(=O)OCn2nnc3ccccc3c2=O)cc(OC)c1OC | -9 | -13 | -11 | 6 | -0.7 | 5 | 14 | 8 | 4
O=C(Cn1ccc(C(F)(F)F)n1)N=Nc1c(O)[nH]c2ccccc12 | 2 | -21 | -2 | -10 | 1.3 | 1 | 6 | 4 | 0
O=C(NCc1cccc(Cl)c1)c1ccc2ccccc2n1 | -1 | 0 | -6 | 0 | -1.1 | -3 | 14 | -1 | -4
O=C(OCc1c(-c2ccccc2)ncc2ccccc12)N1CCOCC1 | 2 | -2 | -3 | 4 | -3.3 | 2 | 8 | 4 | 1
CCCNC(=O)NC(=O)CSc1nc(C)cs1 | 2 | 13 | 9 | 3 | -0.8 | 1 | -5 | 1 | 5
CC(C)CC(C(=O)N1CCc2ccccc2C1)N1C(=O)c2ccccc2C1=O (stereo unspecified) | -4 | 5 | 1 | -9 | -0.7 | -6 | 7 | 3 | -2
COc1ccccc1/C=C/C=N/n1c(-c2ccc(F)cc2)n[nH]c1=S | 0 | 8 | -1 | 5 | -1.2 | 0 | -3 | -1 | -2
CC(C)c1ccc(-c2noc(C3CCCN(C(=O)c4ccc(F)cc4F)C3)n2)cc1 (stereo unspecified) | -5 | -12 | -2 | 4 | -0.2 | -1 | 4 | 1 | -4
CC(=O)c1ccc(S(=O)(=O)Nc2ccc(C(=O)N(C)CC(=O)Nc3cccc(C)c3C)cc2)cc1 | 9 | -1 | 3 | -12 | -0.1 | -2 | 8 | 1 | 3
Cc1ccc(N2CCN(C(=O)C3CCC(=O)N(Cc4ccc(Cl)cc4)C3)CC2)c(C)c1 (stereo unspecified) | 9 | 6 | -6 | -3 | 0.5 | -1 | 4 | 5 | nt
COc1ccc(/C=C2/NC(=O)N(Cc3ccccc3F)C2=O)cc1OC | 2 | -1 | -3 | -1 | -0.8 | -2 | 4 | 1 | 6
c1ccc(-c2ccc(CN3CCSCC3)cc2)cc1 | -5 | -10 | 0 | 9 | 0.3 | -1 | 15 | -1 | -3
COc1cc(C2C(C(C)=O)=C(O)C(=O)N2c2ccc(C)cc2)ccc1O (stereo unspecified) | 11 | -2 | 4 | -8 | -1.0 | -2 | -6 | 1 | 2
O=C(Nc1ccccc1C(=O)N1CCCCC1)c1cccc(S(=O)(=O)N2CCOCC2)c1 | 18 | 20 | 2 | 1 | -1.5 | -1 | 0 | 0 | -3
CC(C)OP(=O)(OC(C)C)C(NC(=O)c1cccc([N+](=O)[O-])c1)C(N)=O (stereo unspecified) | 13 | 4 | -1 | -8 | -1.9 | -3 | -9 | 1 | -2
Cc1ccccc1C(=O)Nc1nncs1 | 5 | 5 | 2 | 7 | 0.3 | -4 | 7 | 0 | -1
O=C1/C(=C\c2ccncc2)CCc2ccccc21 | 6 | 5 | 1 | -17 | -3.4 | -2 | 3 | 3 | -2
CC(=O)CSc1nnc(C(F)(F)F)n1C | 0 | 0 | -18 | 16 | 0.9 | -1 | 15 | 16 | 2
Cc1cc(Cl)ccc1OC(C)C(=O)Nc1ccc(S(=O)(=O)N2CCOCC2)cc1 (stereo unspecified) | -3 | -15 | -3 | 3 | 2.2 | 11 | 5 | 15 | 1
CC1(C)C2CCC1(CS(=O)(=O)NC(CC(=O)O)c1cccc(Br)c1)C(=O)C2 (stereo unspecified) | 0 | 0 | 0 | -10 | 0.3 | -3 | 4 | 0 | -2
O=C(Nc1nnc(-c2ccco2)o1)c1ccc(S(=O)(=O)N2CCCCC2)cc1 | 10 | -20 | 2 | -17 | -3.2 | -2 | -3 | 0 | nt
Cc1ccccc1N1CCN(Cc2ccc(Br)o2)CC1 | -1 | -18 | 3 | -16 | 2.8 | 0 | 2 | -2 | nt
CCOC(=O)c1c(-c2cccc([N+](=O)[O-])c2)csc1NC(=O)CCCOc1ccccc1 | -7 | 13 | -3 | 0 | 0.3 | 0 | -6 | 0 | -4
O=C(CN(C(=O)CCC(=O)Nc1ccccn1)c1ccc2c(c1)OCCO2)NCCc1ccccc1 | 7 | -1 | 3 | -1 | 0.5 | -2 | -9 | 0 | -4
S=C(NCc1ccccc1)N1CCN(Cc2ccc3c(c2)OCO3)CC1 | -5 | -26 | 3 | 0 | 1.6 | -1 | 5 | 4 | -1
O=C(NCCCNC(=O)c1ccco1)c1ccc(Cl)c(Cl)c1 | 7 | -6 | 0 | -21 | -0.8 | -4 | -4 | 3 | 4
Cc1ccc(C(=O)Nc2cccnc2)cc1NC(=O)c1ccco1 | 5 | 24 | 1 | 7 | -0.1 | 0 | -2 | 1 | 3
COc1ccc(C2C(C(=O)NCCN(C)C)c3cc(OC)c(OC)cc3C(=O)N2C)cc1OC (stereo unspecified) | -1 | -10 | 0 | -4 | -0.5 | 1 | -1 | 1 | 2
O=C1NCCCC1C(=O)N/N=C/c1cc([N+](=O)[O-])ccc1O (stereo unspecified) | -7 | 6 | 5 | -3 | -0.8 | 0 | 3 | 0 | -1
O=C(NCc1n[nH]c(=S)n1-c1ccc(F)cc1)c1ccc(S(=O)(=O)N2CCCC2)cc1 | 5 | 1 | 2 | -2 | -0.3 | 1 | 3 | 1 | 5
O=C(NCCC(c1ccccc1)c1ccccc1)c1ccc(Br)o1 | -1 | 21 | -6 | -2 | 1.3 | -11 | -5 | -2 | -1
O=C(NC1CCCC1)N[C@@H]1CC[C@@H](CC(=O)N2CCOCC2)O[C@@H]1CO | 2 | nt | -2 | 3 | nt | 1 | 4 | 0 | nt

Filtered by structure, the compounds so far with an aryl thioether with sulfur outside any ring (3)
SMILES | M4 PAM | CRFBP-R2 block | CHRM5 PAM | CHRM4 antagonist | CRFBP-R2 agonist | CHRM5 agonist | M5 antag | M4 ag | IDE inh
CSc1cccc(NC(=O)CN2C(=O)c3ccccc3S2(=O)=O)c1 | -6 | -10 | -6 | -4 | -1.0 | 2 | -8 | 4 | 2
CCCNC(=O)NC(=O)CSc1nc(C)cs1 | 2 | 13 | 9 | 3 | -0.8 | 1 | -5 | 1 | 5
CC(=O)CSc1nnc(C(F)(F)F)n1C | 0 | 0 | -18 | 16 | 0.9 | -1 | 15 | 16 | 2

Additional records follow.
SMILES | M4 PAM | CRFBP-R2 block | CHRM5 PAM | CHRM4 antagonist | CRFBP-R2 agonist | CHRM5 agonist | M5 antag | M4 ag | IDE inh
CC1CCCCN1S(=O)(=O)c1ccc(C(=O)Nc2ccccc2-c2nc3ccccc3s2)cc1 (stereo unspecified) | 0 | -10 | -1 | 4 | 6.2 | 2 | -3 | 0 | 2
Nc1nc(-c2ccc(Cl)cc2)nn1C(=O)c1cccnc1 | -2 | -2 | 5 | -7 | 0.1 | 2 | -8 | 0 | 2
O=C(/C=C/c1ccccc1)N/C(=C/c1ccccc1)C(=O)Nc1cccc(C(=O)O)c1 | 4 | -6 | -5 | -1 | 1.5 | -2 | -3 | 1 | 0
Cc1nc2ccccc2c(=O)n1/N=C/c1ccccc1F | -2 | 1 | 0 | -6 | -7.8 | -4 | 0 | 1 | 7
Cc1ccc(C)c(NC(=O)COC(=O)c2ccc(S(=O)(=O)N3CCCCC3)cc2)c1 | 0 | 11 | -20 | 4 | 1.1 | 1 | 11 | 2 | -2
Cc1cccc(OCc2nnc(SCC(=O)O)n2Cc2ccccc2)c1 | -10 | -9 | -11 | -3 | -0.3 | 1 | 11 | 18 | -4
Cc1ccc(Sc2cnccc2C#N)cc1 | -4 | 0 | -2 | -23 | -11 | -7 | 2 | -1 | -4
CCCCC(C(=O)OCC(=O)c1ccc(OC)cc1)N1C(=O)c2ccccc2C1=O (stereo unspecified) | -1 | -5 | -3 | 0 | 1.4 | 3 | 4 | 8 | -2
CCOc1cc(C(=O)Nc2cnccn2)cc(OCC)c1OCC | 0 | -32 | 5 | 5 | -0.3 | 0 | -6 | 9 | 2
CN(C)S(=O)(=O)c1ccc2c(c1)C(=NNC(N)=O)c1cc(S(=O)(=O)N(C)C)ccc1-2 | -1 | -5 | -5 | 3 | -0.8 | 6 | 12 | 14 | nt
CN1CCC(N2CCN(C3CN(Cc4ccc(F)cc4)S(=O)(=O)C3)CC2)CC1 (stereo unspecified) | 2 | nt | 4 | -12 | nt | 0 | -7 | 0 | nt
COc1ccc(N2C(=O)/C(=C/N(C)C)NC2=S)cc1 | 4 | -11 | -6 | -4 | 2.2 | 2 | 3 | 0 | 3
